# PI5P4K alpha inh = qHTS for Inhibitors of phosphatidylinositol 5-phosphate 4-kinase (PI5P4K); PI5P4Kalpha enzyme, ADP-Glo luminescence, 60 min; hits give low values; 1.2% of 330,000 active; max response, %; active means max response of -50% or lower; inconclusive means between -30% and -50%; inactive means -30% or higher; further: value at the top dose of about 77 µM; on the % scale 0 is the no-effect control and ±100 the full control effect
# Target sequence (P48426 whole entry, looked up): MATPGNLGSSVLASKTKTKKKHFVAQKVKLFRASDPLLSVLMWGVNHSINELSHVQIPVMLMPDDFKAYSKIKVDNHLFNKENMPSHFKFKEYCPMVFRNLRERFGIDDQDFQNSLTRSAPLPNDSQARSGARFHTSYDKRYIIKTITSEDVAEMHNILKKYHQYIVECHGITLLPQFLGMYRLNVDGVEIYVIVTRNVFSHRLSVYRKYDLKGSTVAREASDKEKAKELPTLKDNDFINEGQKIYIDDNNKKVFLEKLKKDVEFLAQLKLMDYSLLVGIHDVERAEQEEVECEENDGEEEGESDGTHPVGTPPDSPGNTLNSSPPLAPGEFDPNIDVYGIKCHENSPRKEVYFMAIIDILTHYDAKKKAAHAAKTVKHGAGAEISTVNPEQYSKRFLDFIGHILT
#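 qHTS, 1536-well: enzyme/substrate mix, compound by pin tool, 5 microM ATP final; RT 60 min; ADP-Glo reagents 1 (45 min) then 2 (30 min); luminescence.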
# PLK1 PBD inh = qHTS for Inhibitors of PLK1-PDB (polo-like kinase 1 - polo-box domain): Primary Screen; Potency, µM, for the others: max response, negative = inhibition, hits mostly inhibitors; Plk1 PBD binding of FITC phosphopeptide, fluorescence polarization; AID 720504, 2013; 2.8% of 360,000 active; further: potency means the concentration at half of the fitted maximal effect; series mostly up to about 57 µM; on the % scale 0 is the no-effect control and ±100 the full control effect; nearly all actives have a fitted effect of over 65% in size
# GLP1R inv ag = qHTS of GLP-1 Receptor Inverse Agonists (Inhibition Mode). HEK293 GLP-1R CRE-luciferase, luminescence, 24 h; GLP-1R form is constitutively active. 1.6% of 410,000 active. Glucagon-like peptide 1 receptor (Homo sapiens), P43220. Potency, µM (highest dose often 38.3 µM), for the others: at the highest dose activity change, negative = inhibition, most hits filed as inhibitors; further: potency means the concentration at half of the fitted maximal effect; on the % scale 0 is the no-effect control and ±100 the full control effect; nearly all actives have a fitted effect of over 55% in size
#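 Stable HEK293 clone (constitutively active GLP-1R + cAMP-response luciferase); 200 cells/uL plated, 12 h pre-culture, compound 24 hr, 37 deg C/5% CO2; detection reagent 12 min RT; luminescence.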
# EPAC1 agonist = qHTS for Agonist of cAMP-regulated guanine nucleotide exchange factor 3 (EPAC1): primary screen. Rap guanine nucleotide exchange factor 3 (Homo sapiens), O95398. EPAC1 agonist qHTS, biochemical assay; response scale: 100% = response to 6.5 mM cAMP. Potency, µM (top dose mostly 154 µM), for the others: at the highest dose activation, most hits filed as activators. 0.073% of 360,000 active; further: potency means the concentration at half of the fitted maximal effect; nearly all actives have a fitted effect of over 60% in size
#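 Nucleotide exchange assay: 100 nM EPAC1 with 250 nM Rap1B loaded with BODIPY-GDP and 50 uM GDP, room temperature. Fluorescence (480/540 nm) read every 5 min for 30 min; signal change normalized to 6.5 mM cAMP as full agonist.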
# HEK293 tox = qHTS of GLP-1 Receptor Inverse Agonists: Cytotox Screen; HEK293 cAMP-luciferase reporter cells, luminescence, 24 h; 0.13% of 410,000 active; Potency, µM (series often up to 38.3 µM), inactives show at the top dose activity change, negative = inhibition, most hits filed as inhibitors;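 further: loss of luciferase light is scored as toxicity; potency means the concentration at half of the fitted maximal effect; on the % scale 0 is the no-effect control and ±100 the full control effect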
#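 To flag toxic compounds, the library was rerun on cells for 24 hr at 37 deg C and 5% CO2. Viability-linked luminescence was captured 12 min after adding luciferase detection reagent.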
# GLP1R ag = qHTS of GLP-1 Receptor Agonists | 0.007% of 380,000 active | HEK293 GLP-1R CRE-luciferase, luminescence, 4-6 h; cells express a hypersensitive GLP-1R form | Glucagon-like peptide 1 receptor (Homo sapiens), P43220 | AID 624172, 2012 | Potency, µM (doses to about 45.6 µM), for inactives: at the highest dose activation, actives largely listed as activators; further: potency means the concentration at half of the fitted maximal effect; % of control where 0% means no effect
# IL-2 act = qHTS of IL-2 Activators. activation, % (series mostly up to about 46 µM). 0.065% of 360,000 active. IL-2 activation reporter assay, cell-based qHTS; stimulated with anti-CD3/CD4/CD28 beads; in transgenic mouse T cells. AID 652025, 2013; in the data active means activation above about 50%; inconclusive means mostly about 30% to 49%; further: 0% is about no effect
#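 Using fluorescent plate cytometry, EGFP and DsRed are detected in transgenic mouse T cells stimulated 18 h at 37 degrees C with antibody-coated beads after 60 min compound pretreatment.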
# EPAC1 antag = qHTS for Antagonist of cAMP-regulated guanine nucleotide exchange factor 3 (EPAC1): primary screen | Rap guanine nucleotide exchange factor 3 (Homo sapiens), O95398 | EPAC1 GEF assay, Rap1b-BODIPY-GDP exchange fluorescence | Potency, µM (series often up to 115 µM), without a hit: at the top dose activity change, negative = inhibition, usual class: inhibitors | 0.14% of 360,000 active | AID 720709, 2013;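 further: potency means the concentration at half of the fitted maximal effect; plate controls were vehicle for no effect and positive control for full effect; nearly all actives have a fitted effect of over 50% in size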
# PTHR1 agonist = qHTS for PTHR1 Agonists: Primary Screen; Parathyroid hormone/parathyroid hormone-related peptide receptor (Homo sapiens), Q03431; AID 743266, 2014; Potency, µM (titrated, usually from 115 µM), inactives show at the top dose activation, hits mostly activators; 0.075% of 410,000 active; HEK293 GP2 PTHR1 cells, GloSensor cAMP luminescence, 1 h; further: potency means the concentration at half of the fitted maximal effect; nearly all actives have a fitted effect of over 55% in size; some results filed as inactive show a strong effect at the top dose; inactives centre near -15; many of its hits are not listed in these tables
#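 HEK-293-derived GP2 cells expressing PTHR1 and a GloSensor cAMP reporter, 3,000/well, plated overnight, given luciferin plus IBMX (each 0.5 mM as added) for 1 h at 37 °C, then compound for 1 h at 37 °C. Luminescence was read after 15 min at room temperature.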
# * hit, by the source's call; i = inactive; ? = inconclusive; [ ] = another dose, or the depositor's remark. Unless noted, the call rests on the fitted dose curve; in most records, active means well fitted curve in the direction sought with a large enough effect; inconclusive means small, poorly fitted or top-dose-only effect, or another doubt; inactive means no such curve, though single readings can be large; an effect the other way counts as inactive or inconclusive.
SMILES,PI5P4K alpha inh,PLK1 PBD inh,GLP1R inv ag,EPAC1 agonist,HEK293 tox,GLP1R ag,IL-2 act,EPAC1 antag,PTHR1 agonist
Cn1nc(OC(=O)Nc2cccc(Cl)c2)cc1C(F)(F)F,2,4%,?,8%,-18%,-10%,-3.6,-15%,-22%
CCOc1ccc(-n2cccc2C=O)cc1,-11,-1%,8%,4%,0%,1%,-5.3,-2%,i
O=C(NCc1ccccc1)C(c1ccc(F)cc1)N(C(=O)c1csnn1)c1ccccc1 (stereo not drawn),1,-14%,?,-2%,-16%,9%,0.6,-20%,2%
CN(C(=O)c1cccc(NC(=O)Cc2cccc(NC(=O)C3CCCN(C(=O)c4ccccc4)C3)c2)c1)C1CCC1 (stereo not drawn),2,-5%,9%,3%,1%,0%,0.0,-25%,-14%
Oc1ccccc1-c1cc(-c2ccc(F)cc2)n[nH]1,-2,7%,?,8%,-24%,-8%,-1.2,-22%,-47%[inhibitor]
CSc1nc(NNC=O)cc(Oc2ccc(NC(C)=O)cc2)n1,1,0%,4%,2%,0%,-2%,2.9,4%,i
Cc1c(C(=O)N/N=C/c2ccoc2)cccc1[N+](=O)[O-],-26,-4%,4%,5%,3%,0%,-0.7,9%,i
COc1cc(C(=O)NCc2nnc(SCC(=O)N3CCOCC3)o2)cc(OC)c1OC,-9,0%,15%,-14%,-2%,-7%,1.6,7%,i
Cc1ccc(C(=O)N(Nc2nc3ccccc3s2)C(=O)c2ccc(C)cc2)cc1,0,-5%,11%,2%,4%,12%,-2.2,-9%,-6%
COc1ccc2cc(C(=O)C3CCCN(C(=O)c4csnn4)C3)ccc2c1 (stereo not drawn),2,5%,-17%,6%,-6%,3%,-0.7,-25%,-10%
Cn1c(=O)c2cc(NC(=O)Cc3ccccc3F)ccc2n1Cc1ccc(Cl)cc1,?,-5%,4%,-11%,-9%,15%,-0.7,-6%,-3%
Cc1cccc(NC(=O)C2Cc3ccccc3O/C2=N\O)c1 (stereo not drawn),-2,-3%,22%,10%,-28%,1%,-1.4,-2%,i
COc1cccc(C(NC(=O)C2CCN(CCCOc3ccccc3)CC2)c2ccccn2)c1 (stereo not drawn),4,-2%,?,7%,-2%,2%,-0.2,-10%,i
COc1cc2c(C(=O)N3CCN(C4CCCCC4)CC3)cn(CC(C)C)c(=O)c2cc1OC,7,-23%,0%,-7%,10%,6%,2.1,-29%,i
CCC(C)NC(=O)c1cn(C)c(=O)c2cc(OC)c(OC)cc12 (stereo not drawn),0,-2%,5%,0%,18%,6%,-1.5,-2%,i
O=C(CSc1nnnn1-c1ccccc1)Nc1ncc(Cc2ccccc2Cl)s1,-1,-3%,?,12%,2%,5%,1.3,-13%,i
O=C(O)c1ccc(NC(=O)C2C3CCC(C3)C2C(=O)O)cc1 (stereo not drawn),0,-6%,4%,6%,26%,8%,-1.7,-9%,-6%
Cc1cc(SCC(=O)Nc2ncc(Cl)cc2Cl)nc2ccccc12,-11,?,-13%,3%,-14%,2%,-5.0,-13%,-48%[inhibitor]
Nc1nc(N)c2[nH]cnc2n1,1,0%,9%,-7%,3%,-3%,1.8,-12%,10%
Cc1cccc2c1-c1sc(C(=O)Nc3ccccc3N3CCN(C)CC3)cc1CO2,2,-7%,?,22%,2%,17%,-3.0,-22%,-12%
CCOc1ccc(S(=O)(=O)N2CCN(C(=O)c3ccncc3)CC2)cc1,2,-7%,1%,-9%,-5%,-1%,-3.8,-7%,1%
CCC(=O)c1c[nH]c(C(=O)NCc2ccccc2OC)c1,1,-26%,25%,7%,1%,11%,0.5,9%,-6%
CN1CCC(N(C)CC(C)(C)NS(=O)(=O)c2ccccc2)CC1,-1,-12%,-22%,-1%,-10%,-5%,-1.5,22%,i
CCOC(=O)C1=C(C)N(C)C(C)=C(C(=O)OCC)C1c1ccc(Cl)cc1,4,2%,?,-8%,-5%,11%,-2.0,13%,-36%[inhibitor]

# Among those listed so far, these have an aryl methoxy group:
SMILES,PI5P4K alpha inh,PLK1 PBD inh,GLP1R inv ag,EPAC1 agonist,HEK293 tox,GLP1R ag,IL-2 act,EPAC1 antag,PTHR1 agonist
COc1cc(C(=O)NCc2nnc(SCC(=O)N3CCOCC3)o2)cc(OC)c1OC,-9,0%,15%,-14%,-2%,-7%,1.6,7%,i
COc1ccc2cc(C(=O)C3CCCN(C(=O)c4csnn4)C3)ccc2c1 (stereo not drawn),2,5%,-17%,6%,-6%,3%,-0.7,-25%,-10%
COc1cccc(C(NC(=O)C2CCN(CCCOc3ccccc3)CC2)c2ccccn2)c1 (stereo not drawn),4,-2%,?,7%,-2%,2%,-0.2,-10%,i
COc1cc2c(C(=O)N3CCN(C4CCCCC4)CC3)cn(CC(C)C)c(=O)c2cc1OC,7,-23%,0%,-7%,10%,6%,2.1,-29%,i
CCC(C)NC(=O)c1cn(C)c(=O)c2cc(OC)c(OC)cc12 (stereo not drawn),0,-2%,5%,0%,18%,6%,-1.5,-2%,i
CCC(=O)c1c[nH]c(C(=O)NCc2ccccc2OC)c1,1,-26%,25%,7%,1%,11%,0.5,9%,-6%

# Screening data deposited in PubChem BioAssay by National Center for Advancing Translational Sciences (NCATS).

# Only part of the results is shown; rates above refer to the full screens.
